MITF primary: human MITF inhibition, primary screen; O75030; AlphaScreen MITF homodimerization, bead proximity signal; inhibition, % at 2.6 µM; hit rate 0.91% among 650,000; in the data active = inhibition above about 50%;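 note: 0% = vehicle wells with protein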
Target sequence (O75030 whole entry, looked up): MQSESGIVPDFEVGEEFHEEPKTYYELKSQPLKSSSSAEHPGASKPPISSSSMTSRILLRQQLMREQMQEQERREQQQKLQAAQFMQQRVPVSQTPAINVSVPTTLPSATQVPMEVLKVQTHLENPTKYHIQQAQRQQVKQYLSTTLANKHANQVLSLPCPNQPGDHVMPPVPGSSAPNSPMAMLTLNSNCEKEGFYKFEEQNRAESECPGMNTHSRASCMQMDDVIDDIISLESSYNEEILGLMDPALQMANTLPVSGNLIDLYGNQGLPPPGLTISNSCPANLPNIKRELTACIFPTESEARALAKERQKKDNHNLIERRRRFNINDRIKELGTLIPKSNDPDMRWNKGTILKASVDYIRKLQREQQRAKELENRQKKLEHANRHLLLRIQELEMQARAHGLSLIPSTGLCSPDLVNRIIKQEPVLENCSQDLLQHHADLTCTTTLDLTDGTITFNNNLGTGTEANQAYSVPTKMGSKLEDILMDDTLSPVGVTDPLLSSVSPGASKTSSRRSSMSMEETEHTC
GPR151 ag: activates the human receptor GPR151. Q8TDV0. PathHunter beta-arrestin GPR151 cells, luminescence. activation, % at 11.2 µM. hit rate 1% among 650,000. AID 1508602; in the data active = activation above about 4.9%;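 note: 0% = median of compound wells and 100% = cells with positive control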
Target sequence (Q8TDV0 whole entry, looked up): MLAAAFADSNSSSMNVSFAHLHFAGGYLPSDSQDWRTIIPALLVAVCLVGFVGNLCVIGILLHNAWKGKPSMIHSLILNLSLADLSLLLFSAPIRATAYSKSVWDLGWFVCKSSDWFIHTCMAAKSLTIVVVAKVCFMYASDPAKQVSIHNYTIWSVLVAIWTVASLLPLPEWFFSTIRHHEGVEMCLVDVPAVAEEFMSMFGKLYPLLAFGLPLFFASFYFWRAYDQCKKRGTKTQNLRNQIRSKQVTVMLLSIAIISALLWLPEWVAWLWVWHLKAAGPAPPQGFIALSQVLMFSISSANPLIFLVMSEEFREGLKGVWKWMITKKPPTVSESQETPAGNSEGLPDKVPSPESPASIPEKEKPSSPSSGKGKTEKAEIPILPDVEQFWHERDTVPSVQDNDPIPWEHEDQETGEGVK
FBW7 activator: activators of human E3 ligase FBW7 | AID 1259310 | AlphaScreen FBW7–phospho-cyclin E peptide binding, activator screen | normalized activity (activation), % at 26.1 µM | hit rate 0.13% among 650,000 | Q969H0; in the data active = normalized activity above about 1.9%;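 note: purified mutant Fbw7 with reduced substrate affinity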
TEAD-YAP inh: TEAD-YAP interaction inhibition | HEK-TIYL cells, TEAD-Gal4/YAP UAS-luciferase luminescence | inhibition, % at 9.12 µM | hit rate 1.4% among 640,000 | AID 1259422; in the data active = inhibition above about 32%;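 note: 0% = median of test compound wells and 100% = reference inhibitor wells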
* marks the source's active call; other numbers are inactive results; & = joins results of further samples.

Preview (9 entries):
For CCOC(=O)c1c(NC(C)=O)sc2c1CCC(/C=N/O)=C2Cl the results were MITF primary -4, GPR151 ag 0.7, FBW7 activator 0.1 and TEAD-YAP inh 5.
Screening O=C(O)CCCNS(=O)(=O)c1ccc(Br)s1 returned MITF primary 5, GPR151 ag -1.2, FBW7 activator 0.1 and TEAD-YAP inh 5.
`CCn1cc(CN2CCCC(C(=O)Nc3cccc(-n4cccn4)c3)C2)cn1` (stereo not given) gave MITF primary -7, GPR151 ag -0.3, FBW7 activator 0.0 and TEAD-YAP inh -10.
Screening CC(=O)C1=C(O)C(=O)N(CCCN2CCOCC2)C1c1ccc(F)cc1 (stereo not given) returned MITF primary 3, GPR151 ag -0.4, FBW7 activator 0.6 and TEAD-YAP inh 4.
Screening Cc1cccc(NC(=O)C2CCN(c3ccc(-c4cccs4)nn3)CC2)n1 returned MITF primary 19, GPR151 ag -9.7, FBW7 activator 0.4 and TEAD-YAP inh 55*.
CSc1nc2n(n1)C(c1ccc([N+](=O)[O-])cc1)C1=C(CCCC1=O)N2 (stereo not given) was read as MITF primary 9, GPR151 ag 0.6, FBW7 activator 0.2 and TEAD-YAP inh 3.
Screening CN(C)N1C(N)=C(C#N)C(c2cccnc2)C2=C1CC(C)(C)CC2=O (stereo not given) returned MITF primary 2, GPR151 ag 0.4, FBW7 activator 0.2 and TEAD-YAP inh 4.
For O=c1[nH]c2cc3c(cc2cc1CN(CCO)Cc1nnnn1CC1CCCO1)OCCO3 (stereo not given) the results were MITF primary 2, GPR151 ag 1.2, FBW7 activator 0.1 and TEAD-YAP inh 6.
For NC(=O)c1nc(-c2cccc(F)c2)nc2c1[nH]c(=O)n2Cc1ccccc1 the results were MITF primary 5, GPR151 ag -0.8, FBW7 activator 0.2 and TEAD-YAP inh 0.

Main list (from the top)
For CCOC(=O)c1c(NC(C)=O)sc2c1CCC(/C=N/O)=C2Cl the results were MITF primary -4, GPR151 ag 0.7, FBW7 activator 0.1 and TEAD-YAP inh 5.
Screening O=C(O)CCCNS(=O)(=O)c1ccc(Br)s1 returned MITF primary 5, GPR151 ag -1.2, FBW7 activator 0.1 and TEAD-YAP inh 5.
`CCn1cc(CN2CCCC(C(=O)Nc3cccc(-n4cccn4)c3)C2)cn1` (stereo not given) gave MITF primary -7, GPR151 ag -0.3, FBW7 activator 0.0 and TEAD-YAP inh -10.
Screening CC(=O)C1=C(O)C(=O)N(CCCN2CCOCC2)C1c1ccc(F)cc1 (stereo not given) returned MITF primary 3, GPR151 ag -0.4, FBW7 activator 0.6 and TEAD-YAP inh 4.
Screening Cc1cccc(NC(=O)C2CCN(c3ccc(-c4cccs4)nn3)CC2)n1 returned MITF primary 19, GPR151 ag -9.7, FBW7 activator 0.4 and TEAD-YAP inh 55*.
CSc1nc2n(n1)C(c1ccc([N+](=O)[O-])cc1)C1=C(CCCC1=O)N2 (stereo not given) was read as MITF primary 9, GPR151 ag 0.6, FBW7 activator 0.2 and TEAD-YAP inh 3.
Screening CN(C)N1C(N)=C(C#N)C(c2cccnc2)C2=C1CC(C)(C)CC2=O (stereo not given) returned MITF primary 2, GPR151 ag 0.4, FBW7 activator 0.2 and TEAD-YAP inh 4.
For O=c1[nH]c2cc3c(cc2cc1CN(CCO)Cc1nnnn1CC1CCCO1)OCCO3 (stereo not given) the results were MITF primary 2, GPR151 ag 1.2, FBW7 activator 0.1 and TEAD-YAP inh 6.
For NC(=O)c1nc(-c2cccc(F)c2)nc2c1[nH]c(=O)n2Cc1ccccc1 the results were MITF primary 5, GPR151 ag -0.8, FBW7 activator 0.2 and TEAD-YAP inh 0.
`CCOc1ccccc1-n1c(O)c(/C=C2\C=CC=N2)c(=O)[nH]c1=O` gave MITF primary 13, GPR151 ag 0.4, FBW7 activator 0.0 and TEAD-YAP inh 24.
Screening Cc1csc2ncnc(N3CCCCC3)c12 returned MITF primary 4, GPR151 ag -0.6, FBW7 activator 0.2 and TEAD-YAP inh 0.
For COc1ccc(-c2c(C#N)c(N)nc(SC3CCCCC3=O)c2C#N)cc1 (stereo not given) the results were MITF primary 11, GPR151 ag -0.7, FBW7 activator 0.2 and TEAD-YAP inh 8.
`Cc1nc2c3ccccc3n3c(CCCC(=O)O)nnc3n2n1` gave MITF primary 11, GPR151 ag -1.1, FBW7 activator 0.1 and TEAD-YAP inh 1.
Screening Cc1c(C(=O)NCC(C)(C)CO)sc2ncnc(NCCN3CCOCC3)c12 returned MITF primary 8, GPR151 ag 1.4, FBW7 activator 0.0 and TEAD-YAP inh -6.
O=C1Nc2ccc(Br)cc2/C1=C/c1ccc(O)cc1 was read as MITF primary 9, GPR151 ag -0.3, FBW7 activator -0.1 and TEAD-YAP inh 11.
For O=C(Cc1ccc([N+](=O)[O-])cc1)Nc1cccc(F)c1 the results were MITF primary 7, GPR151 ag -1.5, FBW7 activator -0.1 and TEAD-YAP inh -7.
For Cc1sc(=Nc2ccccc2)n(-c2ccccc2)c1-c1ccc(Cl)cc1 the results were MITF primary -3, GPR151 ag 0.4, FBW7 activator 0.0 and TEAD-YAP inh 0.
For CCOC(=O)c1sc2nc(SCC(=O)Nc3ccc(OCC)cc3)n(Cc3ccccc3Cl)c(=O)c2c1C the results were MITF primary 2, GPR151 ag 1.5, FBW7 activator -0.1 and TEAD-YAP inh -6.
Screening CN(C)C(c1ccc(Cl)cc1)c1nnnn1-c1cccc(Cl)c1 (stereo not given) returned MITF primary -14, GPR151 ag -1.8, FBW7 activator -0.1 and TEAD-YAP inh -11.
For CCOC(=O)c1ccc(NC(=O)CSc2ncc(-c3ccccc3)n2C)cc1 the results were MITF primary -2, GPR151 ag 0.5, FBW7 activator -0.2 and TEAD-YAP inh 6.
For CCN(CC)CCOC(=O)c1ccc(NC2(c3nnnn3-c3c(C)cccc3C)CCCCC2)cc1 the results were MITF primary 20, GPR151 ag 1.4, FBW7 activator 0.6 and TEAD-YAP inh 8.
Cc1ccc(NC(=O)c2c(NC(=O)c3ccc([N+](=O)[O-])cc3)sc3c2CCC3)cc1 was read as MITF primary 2, GPR151 ag -0.7, FBW7 activator -0.1 and TEAD-YAP inh 3.
For N#CC1(NC(=O)CN2C(=O)NC(Cc3c[nH]c4ccccc34)C2=O)CCCCC1 (stereo not given) the results were MITF primary 15, GPR151 ag -2.1, FBW7 activator 0.5 and TEAD-YAP inh -6.
Screening COc1ccccc1N1C(=O)C=C(Nc2ccccc2)C1=O returned MITF primary 10, GPR151 ag 2.4, FBW7 activator 0.0 and TEAD-YAP inh -7.
O=C(CCN1CCOCC1)Nc1ccc(F)cc1 was read as MITF primary -1, GPR151 ag 0.5, FBW7 activator -0.1 and TEAD-YAP inh 4.
Screening CC1CCN(Cc2nnnn2CC(=O)NCc2cnn(-c3cccc(F)c3)c2)CC1 returned MITF primary 0, GPR151 ag -1.1, FBW7 activator -0.2 and TEAD-YAP inh -1.
For COc1cccc(C2NC(=O)N(C)C(O)(C(F)(F)F)C2C(=O)c2cccs2)c1OC (stereo not given) the results were MITF primary -6, GPR151 ag 0.5, FBW7 activator 0.1 and TEAD-YAP inh -36.
Screening COc1ccc(Cc2nnc3n2N=C(c2cccc(OC)c2)CS3)cc1 returned MITF primary 8, GPR151 ag -1.2, FBW7 activator 0.1 and TEAD-YAP inh 4.
Cn1cnc2c1c(=O)[nH]c(=O)n2C was read as MITF primary 5&11&-5&1&-9&-8, GPR151 ag 1.3&0.1&1.7&0.2&-0.1&0.2, FBW7 activator -0.1&0.0&0.2&0.0&0.3&0.0 and TEAD-YAP inh 1&3&1&-7&-12.
`Cc1ccccc1C(=O)NNC(=O)c1ccc(Cl)c(Cl)c1` gave MITF primary 16, GPR151 ag -0.2, FBW7 activator -0.1 and TEAD-YAP inh -12.
For c1ccc(-c2[nH]ncc2CNCc2cccs2)cc1 the results were MITF primary 1, GPR151 ag -1.7, FBW7 activator -0.1 and TEAD-YAP inh -2.
Cc1cccc(NC(=O)CCOc2ccccc2)c1 was read as MITF primary -6, GPR151 ag -0.1, FBW7 activator 0.1 and TEAD-YAP inh -34.
`Cc1nc2ccccc2nc1N/N=C/c1ccc(O)cc1` gave MITF primary 6, GPR151 ag 1.3, FBW7 activator 0.5 and TEAD-YAP inh -1.
Screening Cc1cc2ccccn2c1C(=O)c1ccc([N+](=O)[O-])o1 returned MITF primary 25, GPR151 ag 1.5, FBW7 activator -0.7 and TEAD-YAP inh 27.
`Cc1cc(NNS(=O)(=O)CC23CCC(CC2=O)C3(C)C)nc2ccccc12` (stereo not given) gave MITF primary 0, GPR151 ag 1.0, FBW7 activator 0.2 and TEAD-YAP inh -5.
`COc1ccc(C)cc1S(=O)(=O)NC1CCCC1` gave MITF primary 6, GPR151 ag 0.7, FBW7 activator 0.1 and TEAD-YAP inh 13.
CCOC(=O)Cn1c(C)c(/C=N/N2C(=O)C3C4C=CC(C4)C3C2=O)c2ccccc21 (stereo not given) was read as MITF primary -5, GPR151 ag -1.1, FBW7 activator 0.0 and TEAD-YAP inh -2.
`CCC(C)NC(=O)CSc1nc2c(sc(=S)n2-c2ccccc2C)c2nc3ccccc3n12` (stereo not given) gave MITF primary 3, GPR151 ag 0.5, FBW7 activator 0.0 and TEAD-YAP inh 7.
For Cc1ccccc1OCC(=O)NCC(=O)OCC(=O)c1ccc(C)c([N+](=O)[O-])c1 the results were MITF primary 4, GPR151 ag 3.6, FBW7 activator 0.1 and TEAD-YAP inh -7.
For O=C(NCc1ccco1)N1c2ccccc2Sc2ccccc21 the results were MITF primary 9, GPR151 ag -0.3, FBW7 activator 0.2 and TEAD-YAP inh 12.
For COc1ccc(/C(O)=C2/C(=O)C(=O)N(CCc3ccccc3)C2c2ccccc2)cc1 (stereo not given) the results were MITF primary -12, GPR151 ag 1.8, FBW7 activator -0.1 and TEAD-YAP inh -12.
O=C(CCC(=O)n1ncc2ccc(Cl)cc21)NC1CCCC1 was read as MITF primary 5, GPR151 ag -1.5, FBW7 activator 0.1 and TEAD-YAP inh -4.
CCCCC(=O)NC(c1cccs1)c1ccc2ccccc2c1O (stereo not given) was read as MITF primary 1, GPR151 ag 0.7, FBW7 activator 0.8 and TEAD-YAP inh 1.
Screening O=C(CCS(=O)(=O)CCN1CCOCC1)NCNC(=O)CCS(=O)(=O)CCN1CCOCC1 returned MITF primary -1, GPR151 ag 1.7, FBW7 activator -0.1 and TEAD-YAP inh 1.
`O=C(CCCn1nnc2ccccc2c1=O)NCCC1=CCCCC1` gave MITF primary -11, GPR151 ag 2.2, FBW7 activator -0.1 and TEAD-YAP inh -22.
Screening CCCC1CCc2c(sc(NC(=O)c3cccs3)c2C(N)=O)C1 (stereo not given) returned MITF primary 10, GPR151 ag 0.6, FBW7 activator 0.0 and TEAD-YAP inh 5.
For Cc1ccc(-c2nc3ccccc3s2)cc1NC(=O)c1ccc(C)c([N+](=O)[O-])c1 the results were MITF primary 2, GPR151 ag 0.9, FBW7 activator -0.2 and TEAD-YAP inh 1.
`N#CC(C#N)=C(C#N)Nc1ccccc1` gave MITF primary 17, GPR151 ag -0.5, FBW7 activator 0.0 and TEAD-YAP inh -2.
Screening COc1ccccc1-n1c(=S)sc2c(=O)n(Cc3ccco3)c(SCc3ccc(Cl)cc3)nc21 returned MITF primary 6, GPR151 ag 0.9, FBW7 activator 0.6 and TEAD-YAP inh 5.
COc1cc2oc(=O)c(CC(=O)N3CCCC3)c(C)c2cc1OC was read as MITF primary 15, GPR151 ag -0.8, FBW7 activator -0.1 and TEAD-YAP inh 8.
For COc1ccccc1NC(=O)Nc1cccc2cccnc12 the results were MITF primary 9, GPR151 ag 3.8, FBW7 activator -0.2 and TEAD-YAP inh -38.
For O=C1CCCN1CCCNc1ccnc(NC2CCC(O)CC2)n1 (stereo not given) the results were MITF primary 15, GPR151 ag 1.0, FBW7 activator 0.7 and TEAD-YAP inh 0.
For COc1cccc(-n2c(C)cn3c4c(=O)n(Cc5ccc(C)cc5)c(=O)n(C)c4nc23)c1 the results were MITF primary 16, GPR151 ag 0.0, FBW7 activator 0.9 and TEAD-YAP inh 3.
Screening O=C1NC(=S)S/C1=C\c1cccc(OS(=O)(=O)c2ccc([N+](=O)[O-])cc2)c1 returned MITF primary -5, GPR151 ag -0.2, FBW7 activator -0.1 and TEAD-YAP inh -1.
`O=C(CSC1=NCCS1)Nc1nc2ccccc2s1` gave MITF primary 18, GPR151 ag -2.3, FBW7 activator 0.3 and TEAD-YAP inh -29.
Screening Fc1ccc(Nc2nc3nonc3nc2N2CCC(Cc3ccccc3)CC2)cc1 returned MITF primary 1, GPR151 ag -1.4, FBW7 activator 0.5 and TEAD-YAP inh 15.
`COC(=O)Cc1c(C)c2c(OCC(=O)c3cccc([N+](=O)[O-])c3)cc(C)cc2oc1=O` gave MITF primary -3, GPR151 ag 2.7, FBW7 activator -0.1 and TEAD-YAP inh -11.
O=[N+]([O-])c1cccc(C(=S)N2CCOCC2)c1 was read as MITF primary 3, GPR151 ag 2.5, FBW7 activator -0.1 and TEAD-YAP inh 5.
Screening CC(OC(=O)c1ccc(=O)n(Cc2ccccc2)n1)C(N)=O (stereo not given) returned MITF primary 8, GPR151 ag 1.4, FBW7 activator -0.1 and TEAD-YAP inh -2.
Screening COc1cccc(OC)c1C(=O)NCc1ccccc1 returned MITF primary 6, GPR151 ag 1.0, FBW7 activator 0.2 and TEAD-YAP inh -4.
Screening O=C(Nc1nc(-c2cc3ccccc3oc2=O)cs1)c1ccc(Cl)cc1 returned MITF primary -15, GPR151 ag 0.2, FBW7 activator -0.1 and TEAD-YAP inh -3.
For O=C1c2cccc([N+](=O)[O-])c2C(=O)N1c1ccc2[nH]c(=S)sc2c1 the results were MITF primary -3, GPR151 ag -0.9, FBW7 activator -0.1 and TEAD-YAP inh -29.
Cn1ccnc1SCc1cn2cc(Cl)ccc2n1 was read as MITF primary -2, GPR151 ag -3.5, FBW7 activator -0.1 and TEAD-YAP inh -43.

Compound activity (PubChem BioAssay)
